PNC inhibitor: High Content Assay for Compounds that inhibit the Assembly of the Perinucleolar Compartment. AID 2417, 2010. 3.1% of 140,000 active. PC3M PTB-GFP, PNC prevalence imaging, 16 h; hits give low values. activity change (PNC), negative = inhibition, % at 10 µM;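 active = readout at or below -70, meaning at least 70% loss of cells showing the perinucleolar compartment, a nuclear body marking cancer cells; inconclusive = readout between -30 and a set limit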;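 also: plate controls were DMSO wells for no effect and camptothecin positive control wells for full effect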
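PC3M cells stably expressing PTB-GFP, 750–1000 cells/well, treated 16 h at 37 °C with compound (23 nl of library stock), in duplicate. After paraformaldehyde fixation and Hoechst stain, imaged at 20x; PNC prevalence scored by image analysis.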
12-hLO inh: qHTS Assay for Inhibitors of 12-hLO (12-human lipoxygenase). 0.12% of 150,000 active. purified 12-hLO, xylenol orange hydroperoxide absorbance. Potency, µM (doses to about 57.1 µM), for inactives: at the top dose activity change, negative = inhibition, most hits filed as inhibitors. Polyunsaturated fatty acid lipoxygenase ALOX12 (Homo sapiens), P18054; also: potency is read from the fitted curve at half-maximal effect; nearly all actives have a fitted effect of over 55% in size; many of its hits are not listed in these tables
Target sequence (P18054 whole entry, looked up): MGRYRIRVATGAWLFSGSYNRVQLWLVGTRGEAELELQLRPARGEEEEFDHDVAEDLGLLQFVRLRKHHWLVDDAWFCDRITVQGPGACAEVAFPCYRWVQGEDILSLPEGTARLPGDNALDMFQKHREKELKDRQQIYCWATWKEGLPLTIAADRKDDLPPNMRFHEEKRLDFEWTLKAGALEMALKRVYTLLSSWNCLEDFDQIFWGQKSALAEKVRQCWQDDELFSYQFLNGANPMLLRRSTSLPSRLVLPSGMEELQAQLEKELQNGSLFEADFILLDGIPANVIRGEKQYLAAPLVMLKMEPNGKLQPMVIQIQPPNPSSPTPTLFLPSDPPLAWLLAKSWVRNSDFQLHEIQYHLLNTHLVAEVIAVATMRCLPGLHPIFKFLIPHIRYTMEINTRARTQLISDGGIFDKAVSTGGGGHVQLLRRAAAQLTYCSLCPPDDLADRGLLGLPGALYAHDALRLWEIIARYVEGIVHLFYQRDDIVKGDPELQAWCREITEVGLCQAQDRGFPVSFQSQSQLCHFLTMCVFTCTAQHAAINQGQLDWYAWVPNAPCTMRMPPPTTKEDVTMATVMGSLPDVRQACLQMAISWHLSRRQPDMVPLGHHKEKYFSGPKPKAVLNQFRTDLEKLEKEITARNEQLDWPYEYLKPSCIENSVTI
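150 nM 12hLO, 25 mM Hepes pH 7.0 + 0.01% Triton X-100; cpd preinc 15 min RT; 40 uM arachidonic acid, 30 min RT; Fe-XO 30 min; A573/A405 ratio as read-out.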
IMPase cell inh: qHTS Assay for Identifying the Cell-Membrane Permeable IMPase Inhibitors; 120,000 tested, under 10 active; inhibition (IP1 accumulation), % at 46.1 µM; AID 901, 2007; CHO-M1 cells, IP1 accumulation, HTRF TR-FRET ratio; active = well fitted curve in the direction sought with a large enough effect in the signal ratio, not every such curve was filed as active; inconclusive = small, poorly fitted or top-dose-only effect, or a change in a side signal; inactive = no such curve, though single readings can be large or run the other way; the % refers to the signal ratio;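 also: cells stimulated with carbachol in lithium chloride buffer; plate controls were DMSO basal wells for no effect and reference inhibitor wells for full effect; higher means more IMPase inhibition seen as more IP1 and lower FRET ratio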
Target sequence (P97697 whole entry, looked up): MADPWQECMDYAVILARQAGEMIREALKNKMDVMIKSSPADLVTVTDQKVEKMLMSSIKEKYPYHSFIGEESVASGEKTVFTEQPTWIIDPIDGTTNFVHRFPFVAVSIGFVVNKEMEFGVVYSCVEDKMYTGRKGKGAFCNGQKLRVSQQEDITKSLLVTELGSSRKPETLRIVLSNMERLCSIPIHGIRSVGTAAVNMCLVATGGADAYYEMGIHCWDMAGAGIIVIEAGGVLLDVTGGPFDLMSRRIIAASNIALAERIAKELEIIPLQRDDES
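The IP-One HTRF competitive assay in carbachol-stimulated CHO-M1 cells quantifies cellular IP1. Compounds spanned up to 46 uM final, and activity is expressed as AC50 from concentration-response fits of the ratio and donor data.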
15-hLO-2 inh: qHTS Assay for Inhibitors of 15-hLO-2 (15-human lipoxygenase 2). AID 881, 2007. Potency, µM (doses to about 57.1 µM), without a hit: at the highest dose activity change, negative = inhibition, usual class: inhibitors. Polyunsaturated fatty acid lipoxygenase ALOX15B (Homo sapiens), O15296. 0.56% of 110,000 active. purified 15hLO-2, xylenol orange hydroperoxide absorbance; also: potency is read from the fitted curve at half-maximal effect; nearly all actives have a fitted effect of over 60% in size; many of its hits are not listed in these tables
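Purified human 15hLO-2 (50 nM) preincubated 15 min with compound, then 45 uM arachidonic acid for 90 min at RT in 25 mM Hepes pH 7.5, 0.01% Triton X-100. Hydroperoxide detected by Fe-xylenol orange; 573/405 nm absorbance ratio.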
Active calls of the source: *; u = inconclusive; x = not tested or not shown; & = joins results of further samples; [ ] = another dose, or the depositor's remark. Unless noted, calls follow the shape of the dose curve; as a rule, active = well fitted curve in the direction sought with a large enough effect; inconclusive = small, poorly fitted or top-dose-only effect, or another doubt; inactive = no such curve, though single readings can be large; an effect the other way counts as inactive or inconclusive. Unless noted, % is scaled to controls: 0 for no effect and ±100 for the full control effect. Some of the compounds tested. The share of hits here may be higher or lower than overall.

Molecule	15-hLO-2 inh	12-hLO inh	IMPase cell inh	PNC inhibitor
CC(=O)Nc1ccc(C2=NNC(=NCC3CCCO3)SC2)cc1 (configuration not stated)	x	-2%	-10	6
O=C(NCc1ccco1)c1sc2cc(F)ccc2c1Cl	x	-5%	4[0.0738 µM]	-13
CS(=O)(=O)N1CCC[C@@]2(CCN(C(c3ccccc3)c3ccccc3)C2)C1	33%[activator]	2%	x	x
CC(C)Cn1cc(C(=O)NCC2CCCO2)c2c3ccccc3n(C)c2c1=O (configuration not stated)	-7%	-1%	4	15
N#C/C(=C\c1cccc([N+](=O)[O-])c1)C(=O)NCc1cccnc1	x	-17%	8	-1
CCOC(=O)C1CCN(C(=O)Nc2ccc(OC)c(OC)c2)CC1	3%	-2%	0	u
Cc1ccc(C(c2nnnn2C(C)(C)C)N2CCc3ccccc3C2)cc1 (configuration not stated)	-3%	-7%	-9	u
CCc1cc2c(SCC(=O)c3cccs3)ncnc2s1	-3%	-6%	-16	5
COc1ccccc1/C=C/C(=O)c1ccc(NC(C)=O)cc1	x	-10%	x	-9
COc1ccc(C(=O)NNC(=O)CSc2nnc(COc3ccccc3)n2C)cc1	3%[11.4 µM]	2%	3[1.84 µM]	9
CCOC(=O)C1=C(C)NC(=O)C1(NC(=O)c1cccnc1)C(F)(F)F (configuration not stated)	1%	6%	4	-8
COc1ccc(-c2cc(C(F)(F)F)nc(SCC(=O)N3CC(C)OC(C)C3)n2)cc1OC (configuration not stated)	x	-3%	u	-21

New compounds follow
Molecule	15-hLO-2 inh	12-hLO inh	IMPase cell inh	PNC inhibitor
CN(CC#CCC(c1ccccc1)c1ccccc1)C(C)(C)C	55%[activator]	-1%	16	1
Cc1ccc(Nc2nc(-c3sc(NC(=O)c4ccc([N+](=O)[O-])cc4)nc3C)cs2)cc1	-15%	-2%	1	64
COc1ccc2c(c1)[nH]c1c(Cl)ncnc12	x	-1%	4	29
Cn1cccc1/C=N/N1CCN(c2ccccn2)CC1	x	-25%	x	-18
COc1ccc(C)cc1S(=O)(=O)N(C)CC(=O)N1CCN(C)CC1	5%	8%	-1	36
S=C(c1ccc(Br)cc1)N1CCN(Cc2ccccc2)CC1	4%	-2%	4	81
O=C(CCSc1ccc(Cl)cc1)N1CCCCCC1	-2%	-10%	5	-25
CCCC(=O)Nn1cnc2c(c1=O)C1(CCCCC1)Cc1ccccc1-2	-3%	-9%	11	19
CCc1ccc(NC(=O)CN(c2ccc3c(c2)OCO3)S(=O)(=O)c2c(C)noc2C)cc1	4%	-7%	3	11
CCC1=C2CC[C@H]3C(=O)N(CC(=O)OC)C(=O)[C@H]3[C@H]2[C@@]2(C)C(=NCC(=O)OC)OC(=O)N2C1=O	1%	-1%	x	x
FC(F)(F)c1cccc(NC(=S)NCc2ccccn2)c1	x	-5%	x	1
Cc1cc2c(=O)n(CC(=O)NCC(=O)N3CCN(Cc4ccccc4)CC3)cnc2s1	-4%	-1%	-6	u

The list continues.
Molecule	15-hLO-2 inh	12-hLO inh	IMPase cell inh	PNC inhibitor
CCn1c(C(=O)OC)cc2c1ccn2-c1ccc(F)cc1	9%[2.29 µM]	u	2	-16
Cc1ccsc1C(=O)Nc1ccc(C(=O)O)cc1	-3%	3%	5	27
O=C(/C=C/c1ccco1)Nc1ccc2nn(-c3ccccc3)nc2c1	x	-5%	-12	-3
Cn1c(SCC(=O)c2ccc3c(c2)OCO3)nnc1-c1ccccn1	2%	-19%	4	-9
CC(C)n1nnnc1SCC(=O)Nc1ccccc1N1CCOCC1	1%	-1%	u	-28
CC(=O)Nc1ccc(C(=O)N/N=C/c2cccnc2)cc1	x	-2%	x	u
CCOc1nnc(C)c2c(C)n(-c3cccc(Cl)c3)nc12	6%	1%	-10	19
CCSc1nc(-c2cccnc2)ccc1C#N	x	2%	x	28
O=C(NCc1cccnc1)/C(=C/c1ccc(-c2cccc(C(F)(F)F)c2)o1)NC(=O)c1ccccc1	46%[activator]	-10%	7	15
Cc1ccc(C(=O)NCCc2sc(C)nc2C)cc1	x	-1%	-3	-17
COc1ccc(/C=N/Nc2nc(-c3ccc(Cl)cc3)cc(C(F)(F)F)n2)c(OC)c1	x	7%	x	53
COc1cc(/C=N\NC(=O)CN2CCOCC2)ccc1OCC(=O)Nc1ccc(C)c(C)c1	-7%	-1%	-1	1

More records follow:
Molecule	15-hLO-2 inh	12-hLO inh	IMPase cell inh	PNC inhibitor
Nc1cc(C(F)(F)F)ccc1C(=O)O	x	-3%	-7	-3
COC(=O)C1CSC(C(=O)OC)N1C(=O)Nc1ccc(Cl)c(Cl)c1 (configuration not stated)	-2%[11.4 µM]	0%	1[1.84 µM]	u
Cc1ccc2c(c1)NC(=O)C(CC(=O)NCCN(C)C)O2 (configuration not stated)	-19%	-3%	15	29
CC(C)(C)c1ccc(S(=O)(=O)N2CCCCC2C(=O)NCc2ccccn2)cc1 (configuration not stated)	8%	-5%	7	u
O=C(NCCCN=C1NS(=O)(=O)c2ccccc21)c1ccc(S(=O)(=O)N2CCOCC2)cc1	-1%	0%	1	-30
CC(C)NC(=O)C1CCN(C(=O)c2ccc(-c3ccccc3)cc2)CC1	8%	-6%	-6	10
CC(C)c1nc2ccc(C(=O)O)cc2[nH]1	-4%	-6%	-4	-20
Cc1sc(NC(=O)c2ccco2)c(CN2CCC(C)CC2)c1C	5%	-12%	1	-5
COc1cc(Nc2cc(C)nc3nc(C)nn23)cc(OC)c1OC	-1%	17%	5	7
CCCc1nc2ccccc2c2nc(N)nn12	-6%	4%	-7	10
CCCOC(=O)c1ccc(NC(=O)Oc2ccccc2)cc1	1%	1%	-2	-28
CC(C(=O)O)n1c(C(F)(F)F)nc2ccccc21 (configuration not stated)	-1%	0%	0	40

More structures.
Molecule	15-hLO-2 inh	12-hLO inh	IMPase cell inh	PNC inhibitor
Cc1ccc(S(=O)(=O)N2CCN(C(=O)c3c(C)nn(-c4ccccc4)c3Cl)CC2)cc1	-2%	u	-1	-19
C=CCn1c(Cc2ccc(OCC)cc2)nnc1SCC(N)=O	0%	-1%	-2	-25
Cc1ccc(C)c(NS(=O)(=O)c2ccc(OCC(=O)N3CCOCC3)cc2)c1	x	5%	0	u
Cc1nn(C2CCS(=O)(=O)C2)c(Cl)c1/C=C/C(=O)OCC(=O)Nc1ccccc1OC(F)F (configuration not stated)	-4%	-3%	6	-19
C=CCc1c(C)nc(-c2ccccc2)nc1N/N=C/c1ccccc1	x	-3%	14	u
COc1cccc(Cn2nnc(C(=O)NCc3ccc(F)cc3)c2N)c1	-1%	-2%	2	18
Cc1ccc(-c2n[nH]c(=S)n2/N=C/C=C\c2ccccc2[N+](=O)[O-])cc1	u	-6%	u	23
C=CCOC(=O)C1=C(C)NC(SCC(=O)Nc2nccs2)=C(C#N)C1c1ccc(Cl)cc1 (configuration not stated)	-1%	-14%	-2	6
CCOC(=O)C1=NN(C(C)=O)C2(CC(=O)N(c3cccc(C)c3)C2=O)C1 (configuration not stated)	x	0%	-1	u
CCOC(=O)c1cc2cc(OC)ccc2[nH]1	-8%	-10%	-4	18
CCOC(=O)C1=C(c2ccccc2)O/C(=C(/C(=O)OC)C(F)(F)F)S1	9%	5%	-10	8
COc1ccc(C2CC(c3ccc(Cl)cc3Cl)n3nc(N)nc3N2)cc1 (configuration not stated)	x	-1%	-6	1

Carrying on.
Molecule	15-hLO-2 inh	12-hLO inh	IMPase cell inh	PNC inhibitor
CCCC(=O)Nc1ccc2c(c1)nc1n2CCSC1	-2%	-2%	-1	-19
CCn1c(-c2cc(-c3ccccc3OC)nc3ccccc23)n[nH]c1=S	x	-3%	x	42
Cc1cc(-c2csc(N)n2)c(C)n1CCc1ccccc1	17%	-19%	9	-108*
O=[N+]([O-])c1nn(-c2cccc(Cl)c2)n(O)c1=NCc1cccnc1	x	-1%	x	2
Cc1ccc(-n2nnnc2C(Cl)(Cl)c2nnnn2-c2ccc(C)cc2)cc1	8%	-19%	11	2
CC(C)CN(CC(C)C)C(=O)CC(=O)NC(=O)c1ccc(Cl)cc1	-2%	-7%	8	-1
Cc1ccc(C(=O)NCc2ccco2)cc1S(=O)(=O)Nc1cccc(C)c1C	1%	-6%	0	12
CC1CC(C)CN(CC(C)(C)NS(=O)(=O)c2ccc(Cl)cc2)C1 (configuration not stated)	16%	-5%	-1	45
CCCCCCCC/C=C\CCCCCCCC(=O)NCc1ccc(O)c(OC)c1	-9%	-10%	1	x
C=CCc1c(C)nc(N)[nH]c1=O	x	9%	-2	223
CCOC(=O)C(CCSC)NC(=O)CN (configuration not stated)	-3%	-3%	-5	21
CC1CCN(C(=O)C2CCCN(S(C)(=O)=O)C2)CC1 (configuration not stated)	x	2%	-3	61

Additional results
Molecule	15-hLO-2 inh	12-hLO inh	IMPase cell inh	PNC inhibitor
O=C(OCC(=O)N1CCCc2ccccc21)c1cncc(Br)c1	x	0%	-6	-4
COc1cc(/C=C2\CCc3ccccc3C2=O)cc(OC)c1OC	x	-1%	x	-16
C/C(CCc1ccco1)=N/NC(=O)CCC(=O)Nc1ccc(Br)cc1	x	-8%	x	u
O=C(Cn1cnc2ccccc21)N/N=C/c1ccccc1[N+](=O)[O-]	x	3%	-2	u
CCN1CCCCC(=N/O)/C(=N/O)CCCC1	-4%[11.4 µM]	0%[11.4 µM]	x	x
COc1ccc(C2N(c3cccc(Cl)c3)C(=O)C3CCCN32)cc1 (configuration not stated)	3%	9%	3	-1
Cc1cc(C)cc(Oc2cc(NC(=O)c3cn(C)nc3C)cc([N+](=O)[O-])c2)c1	2%	1%	5	5
Cn1c(C(=O)OC(C(=O)NCc2ccco2)c2ccncc2)cc2sccc21 (configuration not stated)	6%	-2%	5	-13
CCCCSc1nc2sc3c(c2c(=O)[nH]1)CCC3	-6%	6%	-11	8
CCCn1c(=N)c(C(=O)NC2CCCC2)cc2c(=O)n3cccc(C)c3nc21	x	0%	-6&-7	203
Cc1cc(C(=O)Nc2sc3c(c2C#N)CCCCC3)cs1	-10%	-6%	11	33
O=C(N/C=C/c1ccc(Cl)cc1)NCc1ccc(Cl)cc1	-11%	-18%	0	19

As a working copy, two of the compounds above:
Molecule	15-hLO-2 inh	12-hLO inh	IMPase cell inh	PNC inhibitor
CC(=O)Nc1ccc(C2=NNC(=NCC3CCCO3)SC2)cc1 (configuration not stated)	x	-2%	-10	6
O=C(NCc1ccco1)c1sc2cc(F)ccc2c1Cl	x	-5%	4[0.0738 µM]	-13

Other records.
Molecule	15-hLO-2 inh	12-hLO inh	IMPase cell inh	PNC inhibitor
O=C(Nc1nccs1)C1CCCN(S(=O)(=O)c2cccc3cccnc23)C1 (configuration not stated)	5%	10%	-9	13
CCOC(=O)c1cccc(NC(=O)/C=C/c2ccc3c(c2)OCO3)c1	x	-2%	x	u
CCOC(=O)N1CCN(c2c(N3CCN(c4cc(C)ccc4C)CC3)c(=O)c2=O)CC1	7%	0%	4	6
CCOC(=O)c1sc2cccc(F)c2c1N	-6%	-3%	-10	u
OCCN1CCN(CC#CCn2c3ccccc3c3ccccc32)CC1	25%	-8%	6	u
COc1cc(-c2nnc(-c3ccc(N4CCOCC4)cc3)o2)cc(OC)c1OC	0%	7%	-2	3
COc1ccc(C2C(C(=O)Nc3cc(C)on3)c3ccccc3C(=O)N2C)cc1 (configuration not stated)	-4%	-4%	6	-9
CCN(C1CCCCC1)S(=O)(=O)c1ccc(S(=O)(=O)NCc2ccncc2)cc1	-2%	0%	5	11
C=C(C)CN(CC)CCC(=O)Nc1ccc(OC)cc1OC	2%	3%	10	-15
O=C(CCSc1ccccc1)Nc1nc2c(s1)CCCC2	49%[activator]	-11%	8	6

Compound activity from PubChem.
